D1 antagonist: Antagonist of Human D 1 Dopamine Receptor: qHTS; activity change, negative = inhibition, % at 10 µM; D(1A) dopamine receptor (Homo sapiens), P21728; HEK293 TREx D1 cells, calcium flux, dopamine EC80; hits give low values; 3.2% of 360,000 active; in the data active = activity change below about -30%; note: % is set by controls: 0 for no effect and ±100 for the full control effect
Target sequence (P21728 whole entry, looked up): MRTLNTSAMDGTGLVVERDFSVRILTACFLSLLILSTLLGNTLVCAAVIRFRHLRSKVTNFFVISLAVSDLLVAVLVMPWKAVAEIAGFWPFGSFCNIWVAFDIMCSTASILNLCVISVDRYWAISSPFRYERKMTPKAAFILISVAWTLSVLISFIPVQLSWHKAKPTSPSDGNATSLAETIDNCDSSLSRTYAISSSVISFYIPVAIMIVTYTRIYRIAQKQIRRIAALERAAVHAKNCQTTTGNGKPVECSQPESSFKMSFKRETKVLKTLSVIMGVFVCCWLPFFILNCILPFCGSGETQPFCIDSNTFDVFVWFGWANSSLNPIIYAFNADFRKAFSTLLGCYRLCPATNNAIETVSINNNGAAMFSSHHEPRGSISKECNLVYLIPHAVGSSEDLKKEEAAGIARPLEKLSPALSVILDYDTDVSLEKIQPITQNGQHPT
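Cells carrying a force-coupled, tetracycline-inducible human D1 receptor report calcium flux. Each well gets a 10 s baseline, compound with 180 s monitoring, then an EC80 dopamine stimulus with a second 180 s kinetic read.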
D1 ag: Allosteric Agonists of the Human D1 Dopamine Receptor: qHTS. D(1A) dopamine receptor (Homo sapiens), P21728. HEK293 T-REx D1 cells, calcium flux, agonist mode. activation, % at 2 µM. 1% of 360,000 active. AID 504660, 2011; note: 0% is about no effect
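Agonism was scored from calcium flux recorded over 180 s (1 read/s) after pintool compound addition, following a 10-cycle baseline. Cells were inducible force-coupled HEK293 TREx D1, plated overnight at 30 C and loaded with no-wash calcium dye.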
TRHR ag: qHTS for Small Molecule Agonists and Allosteric Enhancers of Human TRH Receptor: Primary Screen for Agonists; TRHR cells, calcium flux fluo-8, FDSS agonist mode; Thyrotropin-releasing hormone receptor (Homo sapiens), P34981; activation, % at 2 µM; 0.18% of 360,000 active; note: 0% is about no effect
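Agonist-mode FDSS calcium read (Ex 480/Em 530, 1 s cycles) in 1536-well TRHR cells with fluo-8 dye, after 10-cycle baseline and 23 nL compound addition; TRH at EC20 (10 nM final) added afterwards for the enhancer phase.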
D1 PAM: Potentiators of Human D1 Dopamine Receptor: qHTS; potentiation, % at 10 µM; 0.036% of 360,000 active; D(1A) dopamine receptor (Homo sapiens), P21728; HEK293 TREx D1 cells, calcium flux, dopamine EC20 potentiation; in the data active = potentiation above about 30%; note: 0% is about no effect
TRHR PAM: qHTS for Small Molecule Agonists and Allosteric Enhancers of Human TRH Receptor: Primary Screen for Enhancers; Thyrotropin-releasing hormone receptor (Homo sapiens), P34981; TRHR cells, fluo-8 calcium fluorescence, EC20 TRH enhancement; enhancement, % at 2 µM; 0.66% of 360,000 active; AID 493056, 2011; in the data active = enhancement above about 30%; note: 0% is about no effect
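TRHR-expressing cells loaded with fluo-8 calcium dye were read kinetically (ex 480/em 530) during compound addition, then stimulated with an EC20 of TRH (10 nM final). Enhancement of the Gq-mediated intracellular calcium response was scored.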
RXFP1 antagonist: qHTS Assay for Antagonists of the Relaxin Receptor RXFP1; Relaxin receptor 1 (Homo sapiens), Q9HBX9; HEK293-RXFP1, relaxin-stimulated cAMP HTRF, 30 min; hits give low values; activity change, negative = inhibition, % at 57.5 µM; 0.59% of 350,000 active;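 active = activity change of -60% or lower, but not beyond a set lower limit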; note: % is set by controls: 0 for no effect and ±100 for the full control effect
D2 antag: HTS Assay for Allosteric Antagonists of the Human D2 Dopamine Receptor: Primary Screen for Antagonists; HEK293 TREx D2 cells, calcium flux, dopamine EC80; inhibition, % at 10 µM; 2% of 340,000 active; AID 485344, 2010; in the data active = inhibition above about 30%; note: 0% is about no effect
Target sequence (P14416 whole entry, looked up): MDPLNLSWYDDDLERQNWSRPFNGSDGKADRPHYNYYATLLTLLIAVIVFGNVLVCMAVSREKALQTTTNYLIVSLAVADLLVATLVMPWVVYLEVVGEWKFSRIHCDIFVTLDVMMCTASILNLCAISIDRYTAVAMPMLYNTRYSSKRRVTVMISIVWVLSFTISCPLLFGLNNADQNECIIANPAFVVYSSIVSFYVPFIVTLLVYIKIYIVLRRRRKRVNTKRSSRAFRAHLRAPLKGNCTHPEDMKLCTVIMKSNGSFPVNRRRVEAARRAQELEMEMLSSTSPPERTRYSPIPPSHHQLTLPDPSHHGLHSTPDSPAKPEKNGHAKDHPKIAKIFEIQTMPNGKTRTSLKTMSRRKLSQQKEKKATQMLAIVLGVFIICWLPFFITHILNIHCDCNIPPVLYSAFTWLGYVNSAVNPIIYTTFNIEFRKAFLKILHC
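Measurement of antagonist activity uses fluorescent calcium dye in inducible HEK293 T-REx D2 cells: 10 s baseline, compound addition with 180 s read, EC80 dopamine addition with a further 180 s read.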
D2 agonist: HTS Assay for Allosteric Agonists of the Human D2 Dopamine Receptor: Primary Screen for Agonists | HEK293 T-REx D2 cells, calcium flux agonist mode | activation, % at 2 µM | 0.53% of 340,000 active | AID 485358, 2010;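 active = activation over 3 SD above normal in the single-dose calcium agonist read, cut at about 30% in these data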; note: 0% is about no effect
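HEK293 Trex D2 cells, tetracycline-induced, o/n 30 C 5% CO2; no-wash Ca dye, RT 30–90 min; 10-cycle baseline, 23 nl cpd added, kinetic Ca read 180 s; agonist hits = positive Ca response.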
D2 PAM: HTS Assay for Positive Allosteric Modulators of the Human D2 Dopamine Receptor: Primary Screen for Potentiators | 0.34% of 340,000 active | D(2) dopamine receptor (Homo sapiens), P14416 | potentiation, % at 10 µM | HEK293 T-REx D2, calcium flux, EC20 dopamine potentiation | AID 485347, 2010;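 active = potentiation over 3 SD above the plate norm, cut at about 30% in these data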; note: 0% is about no effect
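Cells plated with tetracycline inducer and held overnight at 30 C; calcium dye loaded 30–90 min at room temperature; baseline taken, compound added and read 180 s; EC20 dopamine then added and read 180 s.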
Active calls of the source: *; x = not tested or not shown; & = joins results of further samples. Cut-off read from the data, not from the text of the source, unless noted: active = activation above about 30%; inactive = the rest. Not a hit list. About 7.1% of those tested had a hit in this group.

(1) O=C(COc1ccccc1)NCC(=O)N/N=C/C=C/c1ccccc1
(2) CC(=O)c1ccc(N2CCN(c3ccc4cc(S(=O)(=O)N5CCC(C)CC5)ccc4n3)CC2)cc1
(3) O=[N+]([O-])c1cc2oc3c(c2c(C=NCc2ccncc2)c1O)CCCC3
(4) Cc1nc2c(c(C)c1CCC(=O)NCc1ccccc1)c(=O)n(C)c(=O)n2C
(5) CC(=O)c1c(-c2ccc(C)cc2)nc2c3ccccc3ccn12
(6) Cc1ccc(CNC(=O)C2CCN(S(=O)(=O)c3ccc4c(c3)CC(C)N4C(=O)C3CCC3)CC2)o1 (centres undefined)
(7) COC(=O)c1nn(-c2ccc(C)cc2)c2nnc(Cc3ccccc3)c(=O)n12
(8) CCOc1ccc(CCNC(=O)C2CCN(c3nnc(-n4cccc4)s3)CC2)cc1OCC

entry no. | 1 | 2 | 3 | 4 | 5 | 6 | 7 | 8
D1 antagonist | -13 | -16&10 | -7 | 8 | 6 | 10 | 13 | -10
D1 ag | 0 | 3&2 | 3 | 1 | 1 | 3 | 2 | 0
TRHR ag | -1.1 | -0.3&0.4 | -0.2 | -0.1 | -0.7 | -0.4 | -0.3 | 0.2
D1 PAM | -4 | -8&-4 | -6 | 2 | -9 | -5 | -6 | 0
TRHR PAM | 0 | -5&1 | 9 | 6 | -1 | 0 | 1 | 5
RXFP1 antagonist | 13 | -10&0 | -8 | x | -11 | 9 | x | -25
D2 antag | -4 | 3 | -10 | x | 12 | 10 | -3 | 3
D2 agonist | -0.4 | 0.0 | 0.0 | 0.3 | 1.6 | -0.2 | 0.3 | -0.8
D2 PAM | -6 | 0&6 | 2 | 2 | 4 | 4 | -7 | 11

(9) Cc1sc2ncnc(N3CCN(S(=O)(=O)c4ccc(F)cc4)CC3)c2c1C
(10) CCOC(=O)N1CCN(C(=O)c2ccc(CS(=O)Cc3ccc(C)cc3)o2)CC1 (centres undefined)
(11) CC(C(=O)Nc1ccc(S(=O)(=O)N2CCOCC2)cc1)N(c1ccccc1)S(C)(=O)=O (centres undefined)
(12) CCOC(=O)c1cccc2c(=O)c(C(=O)c3ccc(Cl)cc3)c(C(=O)OC)[nH]c12
(13) CC(C)(C)NC(=O)C(=O)NCc1ccncc1
(14) O=C(Cn1c2ncccc2c(=O)n1-c1ccccc1)Nc1cccc(C(F)(F)F)c1
(15) NC(=O)c1ccccc1OCC(=O)N1CCC(Cc2ccccc2)CC1
(16) CN(c1ccc(C(=O)O)cc1)S(=O)(=O)c1ccccc1

entry no. | 9 | 10 | 11 | 12 | 13 | 14 | 15 | 16
D1 antagonist | -8 | 9 | -20 | -1 | 9 | -7 | -23 | 10
D1 ag | 6 | 2 | 0 | -1 | 2 | 6 | 9 | 2
TRHR ag | 0.3 | -0.3 | -0.3 | -1.2 | -0.1 | 1.5 | 0.0 | 0.8
D1 PAM | -5 | -3 | -4 | -4 | 0 | -1 | 1 | -7
TRHR PAM | -4 | -4 | 9 | -9 | -3 | -9 | -4 | 2
RXFP1 antagonist | -22 | 9 | -6 | -2 | 16 | x | -4 | -11
D2 antag | 12 | 2 | 21 | -13 | -1 | x | 0 | 7
D2 agonist | -0.5 | -2.1 | 0.3 | -0.6 | -2.5 | 0.6 | 0.7 | -0.3
D2 PAM | -4 | 2 | 3 | -5 | -3 | -2 | 7 | -3

Whole records, quoted from the list. Order of values: D1 antagonist, D1 ag, TRHR ag, D1 PAM, TRHR PAM, RXFP1 antagonist, D2 antag, D2 agonist, D2 PAM
COC(=O)c1nn(-c2ccc(C)cc2)c2nnc(Cc3ccccc3)c(=O)n12 as listed: 13, 2, -0.3, -6, 1, x, -3, 0.3, -7
Cc1sc2ncnc(N3CCN(S(=O)(=O)c4ccc(F)cc4)CC3)c2c1C as listed: -8, 6, 0.3, -5, -4, -22, 12, -0.5, -4
Cc1ccc(CNC(=O)C2CCN(S(=O)(=O)c3ccc4c(c3)CC(C)N4C(=O)C3CCC3)CC2)o1 (centres undefined) as listed: 10, 3, -0.4, -5, 0, 9, 10, -0.2, 4
O=C(COc1ccccc1)NCC(=O)N/N=C/C=C/c1ccccc1 as listed: -13, 0, -1.1, -4, 0, 13, -4, -0.4, -6

New compounds follow:
(17) COc1ccc(C(=O)NCCNC(=O)c2cnccn2)cc1OC
(18) O=C(c1ccc([N+](=O)[O-])cc1)N1CCSC1c1ccc(Cl)cc1 (centres undefined)
(19) CC(=O)Nc1ccc(N/C=C/C(=O)c2ccc(Br)cc2)cc1
(20) Cc1cccc(C)c1OCCCN1CCCC1
(21) Cc1ccnc(NC(=S)N2CCN(c3cccc(C(F)(F)F)c3)CC2)c1
(22) COCC(=O)N(C)c1nnc(-c2ccccn2)s1
(23) Cc1ccc(-n2nc3ccc(NC(=S)NC(=O)/C=C/c4ccco4)cc3n2)cc1
(24) CCN1CCN(c2oc(/C=C/c3ccccc3OC)nc2C#N)CC1

entry no. | 17 | 18 | 19 | 20 | 21 | 22 | 23 | 24
D1 antagonist | -10 | -4 | -9 | -1 | -19 | -6 | -1 | 4
D1 ag | 1 | 0 | 4 | 0 | 0 | 5 | 2 | 2
TRHR ag | 0.6 | -0.2 | 0.1 | 0.7 | -0.4 | -2.2 | -1.5 | -2.1
D1 PAM | -5 | 1 | 8 | -3 | -7 | -2 | 4 | -1
TRHR PAM | 1 | 1 | 5 | -10 | 0 | -3 | -6 | -1
RXFP1 antagonist | 7 | -5 | 10 | -10 | 5 | 2 | -5 | -34
D2 antag | 8 | -36 | -5 | -2 | x | 0 | -1 | x
D2 agonist | 0.9 | -3.7 | 1.3 | 0.1 | x | -3.1 | -0.8 | x
D2 PAM | 3 | 0 | 11 | -19 | -16 | x | -3 | -12

(25) COC(=O)n1c(=O)oc2cc(S(=O)(=O)N3CCCCC3)ccc21
(26) CSc1ccccc1C(=O)C1CCCN(C(=O)CCN2CCCO2)C1 (centres undefined)
(27) CCN(CC)C(=O)/C(NC(=O)c1ccccc1)=C(/Sc1ncccn1)c1ccccc1
(28) COc1ccc(C(=O)NOCc2ccccc2)cc1
(29) C#CCNC(=O)C1=C[C@@H](C2CC2)C[C@@H](OCc2ccc(CO)cc2)O1
(30) CCN(CC)CC#CCC(O)(c1ccccc1)c1ccccc1
(31) CCc1ccc(NC(=O)N(Cc2c[nH]c3ccccc23)C2CCCCC2)cc1
(32) CCC(c1nnc(SCC(=O)Nc2ccc(N3CCOCC3)cc2)n1Cc1ccccc1)N(C)C (centres undefined)

entry no. | 25 | 26 | 27 | 28 | 29 | 30 | 31 | 32
D1 antagonist | -7 | -5 | 2 | 3 | 18 | 6 | -3 | -1
D1 ag | 4 | 0 | 0 | 5 | 2 | 4 | 3 | 1
TRHR ag | -0.1 | 0.4 | 0.5 | 0.4 | 0.1 | 0.4 | 2.2 | 0.4
D1 PAM | 1 | 11 | -2 | -6 | 0 | -1 | -2 | 5
TRHR PAM | 2 | 18 | 0 | 5 | -2 | 1 | 13 | -3
RXFP1 antagonist | 9 | -12 | 2 | x | x | -6 | x | -2
D2 antag | -13 | 11 | -7 | -4 | -2 | 13 | x | 2
D2 agonist | 0.2 | 0.4 | 1.7 | 0.3 | -0.5 | -0.5 | 0.0 | 0.6
D2 PAM | -1 | 0 | 4 | 1 | -5 | -8 | -13 | -1

Entries from the list above containing a Cl atom, in the order listed:
(12) CCOC(=O)c1cccc2c(=O)c(C(=O)c3ccc(Cl)cc3)c(C(=O)OC)[nH]c12
(18) O=C(c1ccc([N+](=O)[O-])cc1)N1CCSC1c1ccc(Cl)cc1 (centres undefined)

entry no. | 12 | 18
D1 antagonist | -1 | -4
D1 ag | -1 | 0
TRHR ag | -1.2 | -0.2
D1 PAM | -4 | 1
TRHR PAM | -9 | 1
RXFP1 antagonist | -2 | -5
D2 antag | -13 | -36
D2 agonist | -0.6 | -3.7
D2 PAM | -5 | 0

Next section.
(33) Nc1nccnc1C(=O)OCC(=O)NCCc1ccc(Cl)cc1
(34) CCOc1ccc(CNCCCSc2ncccn2)cc1OC
(35) CCOC(=O)N1CCN(C(=O)c2ccccc2N(C)S(C)(=O)=O)CC1
(36) O=C(NCCc1ccc(Cl)cc1)C1CCN(Cc2cc3ccccc3n2Cc2ccccc2)CC1
(37) CC1=C(C(=O)OCc2ccccc2)C(c2ccc(Cl)cc2Cl)NC(=O)N1CCCCCC(=O)O (centres undefined)
(38) NC(=O)c1ccccc1NC(=O)c1ccccc1S(=O)(=O)c1ccccc1[N+](=O)[O-]
(39) Cc1ccc(OC(=O)CCC(=O)NC(C)c2ccccc2)cc1 (centres undefined)
(40) COc1cc(OC)cc(C(=O)N2CCN(c3ccc(N4CCOCC4)nn3)CC2)c1

entry no. | 33 | 34 | 35 | 36 | 37 | 38 | 39 | 40
D1 antagonist | -47* | 6 | -7 | 16 | -27 | -12 | 27 | 6
D1 ag | 0 | 1 | 3 | 8 | -2 | 3 | 2 | 1
TRHR ag | 1.5 | -0.4 | 1.2 | 0.7 | -0.9 | -0.1 | 0.1 | 0.1
D1 PAM | 7 | -5 | -4 | 2 | -4 | -6 | 7 | 10
TRHR PAM | -4 | 13 | -5 | -5 | -1 | 7 | 1 | 2
RXFP1 antagonist | 2 | -2 | 7 | -15 | x | 12 | -12 | -3
D2 antag | x | x | 5 | x | x | -10 | -4 | 14
D2 agonist | x | x | -0.1 | 0.9 | x | 0.2 | -0.1 | 0.0
D2 PAM | x | x | 6 | 4 | x | -2 | 3 | -25

(41) CCc1ccc2oc(-c3cccc(NC(=O)c4cc5ccccc5o4)c3)nc2c1
(42) CNC(=O)CCCCCNS(=O)(=O)c1ccc(C)cc1
(43) CCOc1ccccc1CNC(=O)c1ccc(Sc2ccc(Cl)cc2)c(NC(C)=O)c1
(44) O=C(NN1C(=O)C2C3C=CC(C4CC34)C2C1=O)c1ccc(Cl)cc1 (centres undefined)

entry no. | 41 | 42 | 43 | 44
D1 antagonist | 4 | -2 | -39* | 2
D1 ag | 0 | 1 | 3 | 7
TRHR ag | -0.3 | 0.2 | -0.2 | 0.2
D1 PAM | 2 | -4 | -3 | -2
TRHR PAM | 4 | -7 | 1 | 8
RXFP1 antagonist | 2 | -1 | -3 | -4
D2 antag | x | 15 | 7 | x
D2 agonist | -0.3 | -0.5 | 0.2 | x
D2 PAM | 8 | -6 | 6 | x

Screening results from PubChem BioAssay.
